tim23-1 inh: growth inhibitors of tim23-1 mutant yeast, primary screen, luminescence, uHTS. S. cerevisiae tim23-1 growth, BacTiter-Glo luminescence, 24 h. inhibition, % at 20 µM. 330,000 tested, 1.3% active. AID 463212, 2010;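 active means growth inhibition of the mutant yeast at or above 50%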;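 further: temperature-sensitive mutant grown at 25 °C; plate controls were DMSO-treated mutant yeast for no effect and medium wells lacking yeast for full effect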
CHOP UPR activ: activators of apoptotic CHOP UPR arm, primary screen, cell-based, CHO-CHOP luciferase reporter, luminescence, uHTS. AID 449763, 2010. UPR activation; percent of tunicamycin response over DMSO baseline. 330,000 tested, 0.34% active. activation, % at 10 µM;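 active means at 10 µM dose, activation of 40% or more, normalized to positive control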;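 further: 100% = tunicamycin at 10 µg/mL and 0% = DMSO alone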
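System: CHO-CHOP luciferase reporter cell line; amount: 500 cells/well; buffer or medium: F12 medium containing 10% fetal bovine serum; incubation: 6 h compound exposure at 37 °C after overnight seeding; measured by: luciferase luminescence after 10 min with Steady-Glo reagent; evaluation: % reporter activation, DMSO baseline versus tunicamycin full activation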
XBP1 UPR activ: activators of adaptive XBP1 UPR arm, primary screen, cell-based, CHO-XBP1 luciferase reporter, luminescence, uHTS; IRE1-XBP1 UPR activation; percent of tunicamycin response, DMSO as zero; 330,000 tested, 0.33% active; activation, % at 20 µM; AID 463104, 2010;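 active means versus positive control, 20 µM dose yields 30% or more activation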;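 further: 100% = tunicamycin at 10 µg/mL and 0% = DMSO only wells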
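Assay system: CHO-XBP1 luciferase reporter cells; Schedule: 6 h treatment, 37 °C; Detection: glow luminescence from Steady-Glo reagent; Benchmarks: high control tunicamycin 10 µg/mL final, low control DMSO vehicle only.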
CXCR6 inh: CXCR6 receptor inhibitors, primary screen, cell-based, beta-arrestin, luminescence, CHO-K1 PathHunter, 1536-well; C-X-C chemokine receptor type 6 (Homo sapiens), O00574; inhibition, % at 20 µM; 360,000 tested, 0.36% active; AID 602244, 2012; in the data active means inhibition above about 34%, passing the limit was not always enough;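 further: antagonist mode with CXCL16 agonist at 10 nM final; 0% = 10 nM CXCL16 with DMSO and 100% = unstimulated wells without agonist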
Target sequence (O00574 whole entry, looked up): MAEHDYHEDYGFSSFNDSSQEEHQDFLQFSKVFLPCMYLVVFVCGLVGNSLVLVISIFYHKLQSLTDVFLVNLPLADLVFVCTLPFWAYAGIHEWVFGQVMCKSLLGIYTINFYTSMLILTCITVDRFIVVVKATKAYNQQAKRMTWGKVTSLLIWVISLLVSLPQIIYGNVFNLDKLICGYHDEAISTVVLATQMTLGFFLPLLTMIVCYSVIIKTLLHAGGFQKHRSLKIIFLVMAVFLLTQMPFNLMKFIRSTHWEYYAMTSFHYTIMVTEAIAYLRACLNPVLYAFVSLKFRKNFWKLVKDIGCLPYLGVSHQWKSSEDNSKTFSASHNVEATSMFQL
EBI2 antag: EBI2 receptor antagonists, beta-arrestin recruitment, primary screen, cell-based, luminescence, 7a,25-OHC stimulation, uHTS; G-protein coupled receptor 183 (Homo sapiens), P32249; inhibition, % at 5 µM; 7a,25-OHC stimulated; AID 651636, 2012; 360,000 tested, 0.81% active; in the data active means inhibition above about 38%;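 further: enzyme fragment complementation signal reports receptor beta-arrestin coupling in cells; 0% = agonist plus DMSO wells and 100% = wells without agonist; some results beyond the cut were filed as inactive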
Mdm2 MdmX PPI: inhibitors of human Mdm2-MdmX association, primary screen, cell-based, luminescence, split luciferase, SaOS-2, uHTS. 330,000 tested, 3% active. Protein Mdm4 (Homo sapiens) + E3 ubiquitin-protein ligase Mdm2 (Homo sapiens), …. inhibition, % at 8 µM. AID 485346, 2010. SaOS-2 split-luciferase Mdm2/MdmX complementation;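 active means inhibition of at least 50% at 8 µM in the primary screen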
APJ antagonist: antagonists of human apelin receptor APJ, primary screen, CHO-K1 cells, beta-arrestin complementation, luminescence; 330,000 tested, 0.32% active; P35414; inhibition, % at 20 µM;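 active means inhibition above about 40% at 20 µM, limit read from the data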;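 further: cells challenged with 10 nM apelin-13 agonist together with compound; plate controls were apelin-13 plus DMSO wells for no effect and DMSO wells lacking apelin-13 for full effect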
Target sequence (P35414 whole entry, looked up): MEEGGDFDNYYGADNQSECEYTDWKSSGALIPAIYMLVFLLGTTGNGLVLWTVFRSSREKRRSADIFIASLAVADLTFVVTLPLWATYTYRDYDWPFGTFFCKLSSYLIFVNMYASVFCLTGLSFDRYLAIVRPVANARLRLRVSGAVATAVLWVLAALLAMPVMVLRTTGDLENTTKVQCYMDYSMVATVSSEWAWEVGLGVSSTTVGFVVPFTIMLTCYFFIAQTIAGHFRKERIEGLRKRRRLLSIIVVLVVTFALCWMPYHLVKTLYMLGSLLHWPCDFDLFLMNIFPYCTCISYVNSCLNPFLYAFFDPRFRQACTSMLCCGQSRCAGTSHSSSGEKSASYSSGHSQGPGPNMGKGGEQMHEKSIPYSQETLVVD
APJ ag: agonists of human apelin receptor APJ, primary screen, CHO-K1 cells, PathHunter beta-arrestin, luminescence | 0% DMSO wells, 100% apelin | activation, % at 20 µM | 330,000 tested, 0.11% active;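 active means activation more than six SD over the plate average, tested at 20 µM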;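 further: 0% = DMSO alone and 100% = apelin-13 at 10 nM; some results filed as inactive read as strong as hits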
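Test system: CHO-K1 APJ beta-arrestin complementation cell line | Compound: Single test compound dose, 20 µM final, 1% DMSO | Incubation: Compound 90 min 25 °C, reagent 1 h | Measured by: beta-gal luminescence | Read-out basis: APJ–arrestin association signal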
CCR6 antag: CCR6 receptor antagonists, primary screen, cell-based, CHO-K1, luminescence, beta-arrestin, uHTS | inhibition, % at 20 µM | 340,000 tested, 0.49% active | CHO-K1 CCR6 PathHunter beta-arrestin, CCL20-stimulated | C-C chemokine receptor type 6 (Homo sapiens), P51684;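 active means compounds whose inhibition of the agonist-driven luminescence signal at 20 µM reaches about 50%, limit read from the data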;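 further: cells stimulated with CCL20 at 14 nM final; plate controls were DMSO with CCL20 for no effect and DMSO without agonist for full effect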
Target sequence (P51684 whole entry, looked up): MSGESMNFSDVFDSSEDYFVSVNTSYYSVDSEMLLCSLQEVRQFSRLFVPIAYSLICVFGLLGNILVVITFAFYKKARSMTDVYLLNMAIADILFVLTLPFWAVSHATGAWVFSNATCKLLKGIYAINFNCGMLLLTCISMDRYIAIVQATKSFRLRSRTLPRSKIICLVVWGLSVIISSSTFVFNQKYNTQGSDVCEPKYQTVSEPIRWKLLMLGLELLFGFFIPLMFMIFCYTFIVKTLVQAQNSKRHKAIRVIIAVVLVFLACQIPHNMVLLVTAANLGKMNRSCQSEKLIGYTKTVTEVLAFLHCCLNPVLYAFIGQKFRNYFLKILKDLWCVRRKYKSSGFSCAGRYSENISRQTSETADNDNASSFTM
* marks the source's active call; other numbers are inactive results; & = joins results of further samples. This is a subset, so the mix of outcomes need not match the whole.

SMILES | tim23-1 inh | CHOP UPR activ | XBP1 UPR activ | CXCR6 inh | EBI2 antag | Mdm2 MdmX PPI | APJ antagonist | APJ ag | CCR6 antag
COc1ccc(C(=O)OC2C[C@H]3CC[C@@H](C2)N3O)cc1OC (some centres not stated) | -3 | 2.0 | -1 | 2 | -9 | 14 | -5 | 2 | -3
Cc1ccc(OP(N)(=O)Oc2ccc(C)cc2)cc1 | 12 | -0.7 | 2 | -4 | -3 | 9 | 0 | -2 | -4
Cc1c(C(=O)C(=O)N2CCC3(CC2)OCCO3)c2ccccc2n1C | 19 | 1.8 | 0 | 9 | 7 | 10 | -14 | 0 | -8
CCC(C)C(=O)N[C@@H](c1ccccc1)[C@@H](O)C(=O)O[C@H]1C[C@@]2(O)[C@@H](OC(=O)c3ccccc3)C3[C@](C)(C(=O)[C@H](OC(C)=O)C(=C1C)C2(C)C)[C@@H](O)C[C@H]1OC[C@@]31OC(C)=O (some centres not stated) | 4 | 0.8 | 0 | -2 | 3 | 62* | 8 | -1 | -4
O=C1C2CCCN2C(c2ccc(Cl)cc2)N1c1ccccn1 (configuration not stated) | 6 | -0.6 | -1 | -10 | -1 | -10 | 13 | -2 | -5
O=C(c1ccccc1F)c1cn(CC(=O)N2CCOCC2)c2ccccc12 | 0 | -0.1 | 0 | -12 | 9 | 26 | 16 | -2 | 4
CCC(C)n1c(O)c(/C=N/N2CCOCC2)c(=O)[nH]c1=S (configuration not stated) | 4 | -1.4 | 0 | -8 | -4 | 19 | 8 | 0 | 6
CC(=O)c1cn(CC(=O)NCCc2c[nH]c3ccccc23)c2ccccc12 | 8 | -0.3 | -6 | -18 | 23 | -4 | -16 | 2 | 8
O=C1NC(=O)C(=Cc2cc3c(cc2[N+](=O)[O-])OCO3)C(=O)N1 | 4 | 3.1 | -2 | -16 | -4 | -17 | -46 | 6 | -11
CCc1nc2ccccc2c(=O)n1-c1cccc(OC)c1 | 7 | 1.8 | 1 | 12 | -6 | 25 | -8 | 0 | 9
CCn1c(O)c(C=NCc2cccs2)c(=O)[nH]c1=O | 4 | -0.5 | 2 | -10 | -5 | 30 | -6 | 0 | -4
Cn1c(O)c(/C=C2\C=Nc3ccccc32)c(=O)n(C)c1=O | -10 | 1.6 | -2 | -3 | -5 | 7 | 4 | 0 | 5
CCCOC(=O)c1ccc(-[n+]2c(-c3ccccc3)cc(-c3ccccc3)cc2-c2ccccc2)cc1 | 17 | 36 | 4 | 6 | 3 | 89* | 26 | -1 | 9
CC(C)(C)c1cc(OC(=O)Cc2ccccc2)ccc1O | 28 | 0.2 | -4 | -25 | -14 | 3 | -21 | 2 | -2
Cc1cc(=O)oc2c(C)c(OCC(=O)N3C[C@H]4C[C@@H](C3)c3cccc(=O)n3C4)ccc12 | 10 | 0.1 | 4 | 2 | -4 | 30 | 11 | -3 | 4
C=CCN1C(=O)/C(=C/c2ccc(N3CCOCC3)o2)C(=O)NC1=S | 8 | 2.1 | 4 | 9 | -5 | -3 | 16 | 0 | 22
O=C(C1CCCO1)N1CCC2(CC1)OCCO2 (configuration not stated) | 4 | -1.5 | -2 | -1 | -8 | -10 | -3 | -1 | -5
COC(=O)C1=C(c2cc3ccccc3s2)C[C@@H]2CC[C@H]1N2C(=O)NCc1ccco1 | 17 | 1.9 | -4 | 12 | 0 | -10 | 5 | -3 | 20
Cc1noc(C)c1CC(=O)N1CCCC(N2CCN(c3ccccc3F)CC2)C1 (configuration not stated) | 9 | 1.0 | -2 | 2 | -5 | 6 | 5 | 2 | -4
CCn1c(O)c(N=Nc2cccc(S(=O)(=O)N3CCOCC3)c2)c(=O)n(CC)c1=S | 8 | 41* | -1 | 3 | 12 | 44 | 20 | -5 | 24
CCCCNC(=O)CN1C(=O)CN=C(c2ccccc2)c2ccccc21 | 20 | 0.5 | -2 | 11 | 0 | 16 | 18 | -4 | 14
N=c1n(CCO)c2ccccc2n1Cc1ccccc1 | 3 | -1.2 | -5 | 4 | -3 | -2 | 10 | -1 | 18
O=c1[nH]c(=O)n(CCc2ccc(F)cc2)c(O)c1/C=N/N1CCCCC1 | 12 | 4.2 | -1 | 6 | -7 | 18 | 15 | 3 | 8
CCN(CC)Cc1c[nH]c2ccccc12 | 6 | 0.0 | -2 | -4 | -6 | 11 | -4 | 3 | 22
C=CCN1C(=O)NC(=O)/C(=C/c2cnc(SC)nc2)C1=O | -11 | -1.0 | 0 | -18 | -5 | 20 | 3 | -3 | -22

Quoted from the listing:
Entry of `CCn1c(O)c(N=Nc2cccc(S(=O)(=O)N3CCOCC3)c2)c(=O)n(CC)c1=S` under XBP1 UPR activ: -1
Entry of `CCC(C)n1c(O)c(/C=N/N2CCOCC2)c(=O)[nH]c1=S` (configuration not stated) under CCR6 antag: 6
Entry of `O=C(C1CCCO1)N1CCC2(CC1)OCCO2` (configuration not stated) under EBI2 antag: -8
Entry of `CC(C)(C)c1cc(OC(=O)Cc2ccccc2)ccc1O` under APJ antagonist: -21
Entry of `Cc1c(C(=O)C(=O)N2CCC3(CC2)OCCO3)c2ccccc2n1C` under XBP1 UPR activ: 0

Next section.
SMILES | tim23-1 inh | CHOP UPR activ | XBP1 UPR activ | CXCR6 inh | EBI2 antag | Mdm2 MdmX PPI | APJ antagonist | APJ ag | CCR6 antag
CC1(C)N2CC3([N+](=O)[O-])CN1CC([N+](=O)[O-])(C2)C3 | 6 | 1.7 | 1 | 0 | -8 | -34 | 2 | 1 | 0
CCOc1cc2c(cc1OCC)-n1cccc1C(c1ccc(OC)cc1)NC2 (configuration not stated) | 19 | -1.7 | 0 | 7 | 9 | 40 | 16 | -2 | 7
COc1ccc(-c2nn(CCC#N)cc2C(=O)Nc2ccccc2Br)cc1[N+](=O)[O-] | 17 | -1.3 | 4 | 1 | -10 | -26 | -20 | 0 | 15
CC1CCC(NCCc2ccc3c(c2)OCO3)CC1 (configuration not stated) | -12 | -3.9 | -2 | 0 | 15 | 0 | 13 | -5 | -7
CCS(=O)(=O)N1CCC(C(=O)N2CCC3(CC2)OCCO3)CC1 | 5 | 1.7 | 0 | 0 | -6 | -20 | 6 | -3 | 8
COC(=O)N1C(c2ccccc2)C1c1ccccc1 (configuration not stated) | 15 | -0.1 | -2 | 4 | -5 | 9 | 2 | -3 | 9
Cc1cc(C)c(S(=O)(=O)NCC2CCC(C(=O)N3CCC4(CC3)OCCO4)CC2)c(C)c1 (configuration not stated) | 1 | -0.7 | -3 | 0 | -4 | 9 | -10 | -4 | 8
N/C(=N/[N+](=O)[O-])N1CCN(C(=O)Oc2ccc([N+](=O)[O-])cc2)CC1 | 4 | 0.2 | 4 | 1 | -7 | -24 | -11 | 1 | 6
C[C@@]12N[C@@H](Cc3ccccc31)c1ccccc12 | 8 | -0.4 | -3 | -1&-2 | 8&-2 | -29 | 9 | 6 | 0&15
COc1cc(N2CCOCC2)ccc1/C=C1\C(=O)NC(=O)N(Cc2ccc3c(c2)OCO3)C1=O | 3 | -1.3 | 2 | 0 | 0 | 7 | -6 | 2 | 2
O=C(c1ccc(Cl)cc1)C1CCCN(Cc2ccc3nonc3c2)C1 (configuration not stated) | -25 | -0.5 | -1 | -11 | 3 | -1 | 26 | -3 | 18
CN(C)C(=O)Oc1ccc(NC(=O)N2CCOCC2)cc1 | 3 | 1.7 | -2 | -2 | 1 | 18 | 31 | -1 | 0
CC1CCCN(CC(=O)c2ccc(Cl)c(Cl)c2)C1 (configuration not stated) | 3 | 0.7 | 6 | 66* | 16 | 2 | 122* | -15 | 101*
NCCc1c(Cc2ccccc2)[nH]c2ccccc12 | 13 | 2.6 | 2 | 15 | 6 | 8 | 9 | -3 | 10
N[C@@H](Cc1ccc(N(CCCl)CCCl)cc1)C(=O)O | 8 | -2.0 | -3 | -11 | 6 | 68* | 6 | 9 | -4
COC(=O)C1=C(c2ccc(F)cc2F)C[C@@H]2CC[C@H]1N2C(=O)N1CCCCC1 | 17 | 2.6 | -2 | 6 | 2 | 17 | 2 | -4 | 6
CN(C)CC1CCCCC1OC(=O)c1ccc(Cl)c(Cl)c1 (configuration not stated) | 21 | 1.0 | -3 | 4 | -16 | -13 | 32 | -4 | 9
O=C(CCc1nnc2ccc(NCc3ccccc3)nn12)N1CCC2(CC1)OCCO2 | -4 | -0.9 | -1 | -7 | -8 | 24 | 5 | -1 | 0
O=c1[nH]c(O)c(N=Nc2cccc(S(=O)(=O)N3CCOCC3)c2)c(=O)[nH]1 | 5 | -0.6 | 2 | -3 | -12 | 15 | 15 | 0 | 14
COC(=O)C1=C(c2ccc(OC)c(OC)c2)C[C@@H]2CC[C@H]1N2C(=O)NC1Cc2ccccc2C1 | 6 | 1.9 | 0 | 2 | -10 | -3 | 6 | -3 | 10
Cc1ccccc1N1C(=O)NC(=O)/C(=C\c2cc(C)n(C)c2C)C1=O | -14 | -1.4 | 4 | -7 | 4 | 8 | 12 | -4 | 5
Clc1ccc(OCC#CCN2CCOCC2)cc1 | 6 | 5.6 | 4 | 6 | -2 | -37 | 9 | -2 | 2
COc1ccc(C(=O)C2CCCN(Cc3ccon3)C2)c(OC)c1 (configuration not stated) | 6 | -2.1 | -1 | 3 | 4 | -10 | 17 | -3 | 12
OC(CNC1CCCCC1)C(F)(F)F (configuration not stated) | 0 | 1.1 | 2 | -9 | -2 | 10 | 17 | 2 | -7
O=C(CN1CCCCC1)c1ccccc1F | -1 | 2.1 | 1 | 14 | 2 | 15 | -4 | -4 | 17
COc1ccccc1-n1c(O)c(/C=C2\C=Nc3ccccc32)c(=O)[nH]c1=O | -6 | 0.0 | 1 | -4 | -10 | 11 | -7 | -4 | 14
Cc1cc(OCC(=O)O)c2c3c(c(=O)oc2c1)CCCC3 | 4 | -0.7 | -1 | -2 | 2 | -18 | -2 | 1 | -4
O=C1NC(=O)C(CCc2ccncc2)(c2ccccc2)C(=O)N1 | -11 | -1.3 | -2 | -2 | -1 | -18 | -3 | -6 | 4
C[C@]12CC[C@H](O)C[C@H]1CC[C@@H]1C2CC[C@]2(C)[C@@H](C3=CC(=O)OC3)[C@@H](O)C[C@]12O (some centres not stated) | 8 | -0.8 | 0 | -5 | -6 | 45 | -1 | -2 | 3

2 consecutive records from above, quoted:
SMILES | tim23-1 inh | CHOP UPR activ | XBP1 UPR activ | CXCR6 inh | EBI2 antag | Mdm2 MdmX PPI | APJ antagonist | APJ ag | CCR6 antag
NCCc1c(Cc2ccccc2)[nH]c2ccccc12 | 13 | 2.6 | 2 | 15 | 6 | 8 | 9 | -3 | 10
N[C@@H](Cc1ccc(N(CCCl)CCCl)cc1)C(=O)O | 8 | -2.0 | -3 | -11 | 6 | 68* | 6 | 9 | -4

Assay outcomes as filed in PubChem.
